# DAT uptake mod: changed hDAT dopamine uptake under cocaine IC80, either direction, primary screen, cocaine antagonist project, cell-based, LLC-PK1 hDAT, [14C]-dopamine uptake, MLSMR; B-score at 10 µM; AID 449768, 2010; LLC-PK1 hDAT cells, [14C]-dopamine uptake with cocaine IC80; actives deviate in either direction; 110,000 tested, 1.3% active; Sodium-dependent dopamine transporter (Homo sapiens), Q01959;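 active = Z score or B-score, a plate-position-corrected score, falls beyond the plate's 99.7% confidence bounds, in either direction; inactive = both scores lie inside the 99.7% bounds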;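 note: scored against the spread of the other compound wells on the same plate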
# sEH activator: soluble epoxide hydrolase activators, primary screen, biochemical, human sEH | purified human sEH enzymatic activity, activator screen | 91,000 tested, 0.04% active | activation, % at 2 µM | Bifunctional epoxide hydrolase 2 (Homo sapiens), P34913; in the data active = activation above about 37%; note: values of inactives mirror those of a sister screen read the other way
# S1P2 ag: S1P2 receptor agonists, primary screen, cell-based; 97,000 tested, 0.46% active; S1P2-expressing cell line, agonist reporter read-out; activation, % at 4.5 µM; Sphingosine 1-phosphate receptor 2 (Homo sapiens), O95136; in the data active = activation above about 16%;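 note: 0% = vehicle low control and 100% = maximal reference agonist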
# Target sequence (O95136 whole entry, looked up): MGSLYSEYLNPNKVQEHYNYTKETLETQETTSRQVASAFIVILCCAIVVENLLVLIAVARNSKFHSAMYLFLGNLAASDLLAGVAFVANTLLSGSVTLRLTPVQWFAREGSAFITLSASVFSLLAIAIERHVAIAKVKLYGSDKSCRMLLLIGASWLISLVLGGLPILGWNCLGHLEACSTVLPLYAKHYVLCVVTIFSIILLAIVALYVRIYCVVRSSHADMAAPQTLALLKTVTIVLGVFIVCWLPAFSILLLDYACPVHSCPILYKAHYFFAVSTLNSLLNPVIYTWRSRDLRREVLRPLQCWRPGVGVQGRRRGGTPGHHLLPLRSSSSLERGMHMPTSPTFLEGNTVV
# S1P2 antag: human S1P2 receptor antagonists, primary screen, cell-based; Sphingosine 1-phosphate receptor 2 (Homo sapiens), O95136; cell-based S1P2 antagonist assay, inhibition at 5 uM; inhibition, % at 5 µM; 97,000 tested, 0.21% active; AID 736, 2007; in the data active = inhibition above about 45%;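 note: CRE beta-lactamase reporter cells expressing human S1P2 stimulated with S1P; 0% = agonist at EC80 alone and 100% = agonist plus reference antagonist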
# PostGolgi yeast: phenotypic screen on post-Golgi transport, primary screen; post-Golgi transport phenotypic cell assay; inhibition, % at 10 µM; 98,000 tested, 0.9% active; AID 739, 2007;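 note: yeast cells grown in 1536-well plates; yeast grown about 18 h at 30C before absorbance read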
# sEH inh: soluble epoxide hydrolase inhibitors, primary screen, biochemical, human sEH; Bifunctional epoxide hydrolase 2 (Homo sapiens), P34913; recombinant human sEH enzymatic activity assay; inhibition, % at 2 µM; 91,000 tested, 0.34% active; AID 707, 2007; in the data active = inhibition above about 80%; note: values of inactives mirror those of a sister screen read the other way; many of its hits are not listed in these tables
# PostGolgi ctrl: growth inhibition of yeast control strain, primary screen, counter-screen for post-Golgi transport modulator project; efflux-deficient yeast background strain, growth absorbance A615, 16 h; inhibition, % at 10 µM; 98,000 tested, 5% active
# CYP2C19 inhib: blockers of cytochrome P450 2C19 activity – biochemical, luminescence, ADME assay, primary screen; P33261; CYP2C19 Supersomes, luciferin-H EGE luminescence, 30 min; inhibition, % at 5 µM; 96,000 tested, 21% active; AID 778, 2007;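 active = CYP2C19 inhibition above a set limit at 5 µM in the primary screen, cut at about 50% in these data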;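 note: plate controls were negative control wells for no effect and 2.5 mM tranylcypromine positive control for full effect; values of inactives mirror those of a sister screen read the other way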
# Target sequence (P33261 whole entry, looked up): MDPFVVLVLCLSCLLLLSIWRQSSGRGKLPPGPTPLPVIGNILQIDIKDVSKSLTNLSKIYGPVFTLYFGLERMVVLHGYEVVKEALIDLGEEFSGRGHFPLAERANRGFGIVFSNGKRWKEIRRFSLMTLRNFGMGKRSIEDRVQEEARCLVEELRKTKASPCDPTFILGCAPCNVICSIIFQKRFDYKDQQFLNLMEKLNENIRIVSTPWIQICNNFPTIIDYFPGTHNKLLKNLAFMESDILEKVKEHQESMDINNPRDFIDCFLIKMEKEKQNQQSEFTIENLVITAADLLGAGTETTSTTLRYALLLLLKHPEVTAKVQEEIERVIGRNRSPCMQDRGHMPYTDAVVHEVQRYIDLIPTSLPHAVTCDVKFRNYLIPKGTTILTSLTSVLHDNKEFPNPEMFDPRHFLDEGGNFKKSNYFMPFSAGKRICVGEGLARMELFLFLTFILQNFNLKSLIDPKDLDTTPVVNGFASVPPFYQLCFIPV
# CYP2C19 act: human CYP2C19 activators, primary screen, biochemical, luminescence. activation factor at 5 µM. 96,000 tested, under 10 active. recombinant CYP2C19, luciferin-H EGE luminescence; active compounds read high; 0 = fully inhibited enzyme, 1 = untreated enzyme. Cytochrome P450 2C19 (Homo sapiens), P33261;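 active = activation factor of at least 2 at 5 µM in the primary screen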;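 note: 0 = wells with 2.5 mM tranylcypromine and 1 = vehicle-only wells; values of inactives mirror those of a sister screen read the other way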
# Numbers without * were called inactive; . = no result given. Cut-off read from the data, not from the text of the source, unless noted: active = inhibition above about 30%; inactive = the rest.
entry	mol	DAT uptake mod	sEH activator	S1P2 ag	S1P2 antag	PostGolgi yeast
1	Cc1ccc(Cl)cc1N1CCN(S(=O)(=O)c2c(C)[nH]c(=O)[nH]c2=O)CC1	0.33	8.7	-3.5	-23.4	-2.3
2	C1=C2C[N+]3(CCCC3)CC2Cc2ccc3ccccc3c21 (centres undefined)	-2.17	-12.0	-3.6	4.6	3.5
3	O=C(CN(c1ccccc1)S(=O)(=O)c1ccc(Cl)cc1)Nc1ccccc1C(=O)N1CCCC1	0.192	24.1	-7.1	-0.8	-6.1
4	O=C(CSc1nnc(SCc2ccc(Cl)cc2)s1)N1CCN(C(=O)c2ccco2)CC1	-0.365	1.9	-9.6	-5.6	19.5
5	CCOC(=O)C(C)N1C(=O)S/C(=C/c2cc(C)n(-c3ccccn3)c2C)C1=O (centres undefined)	-0.143	18.5	2.7	-12.9	0.5
6	O=C(CN1CCN(C(=O)c2ccco2)CC1)Nc1ccc2c(c1)OCCO2	-0.606	-28.0	-5.1	-16.1	4.6
7	COc1cccc(-c2nn(C)c3sc(C(=O)N4CCN(c5ccccc5)CC4)cc23)c1	0.601	.	.	.	0.2
8	CC1(C)C(C=C(Cl)Cl)C1C(=O)N1CCN(c2ccccc2)CC1 (centres undefined)	0.822	3.7	-2.9	-8.3	2.9
9	CC(C)CN(CC(C)C)S(=O)(=O)N1CCC(C(=O)NCc2ccccn2)CC1	-0.157	7.0	-4.0	12.2	17.2
10	Cc1cc(C(=O)CSc2nnc(-c3cccc(F)c3)n2N)c(C)n1Cc1ccc2c(c1)OCO2	-0.402	-6.7	-4.8	4.7	-3.6
11	CCOC(=O)CNC(=O)CSc1nnc(-c2cccc(OC)c2)n1CC	0.102	-11.3	-1.8	1.9	-5.1
12	COc1ccc(C(=O)c2nc3c(n2O)CCCC3)cc1OC	0.623	-9.9	-2.2	-11.2	-6.8
13	CCCOc1ccc(/C(O)=C2/C(=O)C(=O)N(c3cc(C)on3)C2c2ccc(C(=O)OC)cc2)cc1 (centres undefined)	-0.494	-10.6	-7.3	11.8	16.2
14	O=C(N=C1SCC(=O)N1c1ccccc1)c1ccco1	-0.349	7.5	-3.4	-5.1	-3.2
15	Cc1ccc(CCC2C3=C(CCCC3=O)OC3=C2C(=O)CCC3)cc1	0.738	-7.8	-1.1	6.3	-1.2

entry	sEH inh	PostGolgi ctrl	CYP2C19 inhib	CYP2C19 act
1	-11.7	-13.3	23.7	0.8
2	12.6	15.4	-8.8	1.1
3	-29.5	6.7	86.7*	0.1
4	0.9	2.7	5.5	0.9
5	-17.7	2.4	17.1	0.8
6	26.4	21.1	4.3	1
7	.	7.5	23.7	0.8
8	-1.0	70.5*	46.0	0.5
9	-7.4	14.6	-6.2	1.1
10	6.3	13.3	39.7	0.6
11	14.2	8.1	20.1	0.8
12	8.7	-11.4	11.7	0.9
13	10.7	22.3	-0.1	1
14	-6.2	-0.4	51.0*	0.5
15	7.9	7.3	95.3*	0

# (further entries)
entry	mol	DAT uptake mod	sEH activator	S1P2 ag	S1P2 antag	PostGolgi yeast
16	CC(=O)NC(CCS(C)(=O)=O)C(=O)Nc1c(F)cccc1F (centres undefined)	.	-8.1	-3.0	12.2	-6.2
17	O=C(O)c1ccn(Cn2cnc3ccccc32)n1	0.721	0.1	-0.7	-1.2	3.6
18	CCCn1c(=O)[nH]c(=O)c2c1nc(-c1ccccc1OC(F)F)n2CCOC	0.379	6.3	-2.2	-11.8	-4.5
19	COC(=O)Cn1nc(C)c2ccccc2c1=O	-0.725	5.1	-4.6	-5.2	.
20	Cc1ccc(Cl)cc1NC(=O)N[C@@H](C)C(=O)O	-6.42e-05	3.5	-3.0	6.7	-3.0
21	O=C(c1ccc2ccccc2c1)N1CCN(c2ccc(C(F)(F)F)cn2)CC1	0.461	7.6	-1.6	7.4	-1.5
22	C=CCN1CC(c2nc3ccccc3n2CCOc2ccccc2)CC1=O (centres undefined)	-2.25	6.8	-1.5	9.4	-5.2
23	COC(=O)c1ccc(NC(=O)CSc2nnc(COc3ccc4c(c3)CCCC4)o2)cc1	0.827	-2.3	-9.1	14.3	0.5
24	COc1ccc(NC(=O)NCCCN2CCc3ccccc3C2)cc1	1.05	.	.	.	0.0
25	CC(=O)Nc1ccc(NC(=O)c2ccccc2C)cc1	-0.708	-22.0	-5.2	7.0	1.7
26	O=C(Nc1ccc(F)cc1)c1cccnc1N1CCCCC1	0.0171	-1.9	-1.4	-1.1	-3.3
27	CN1CCN(CCCNC(=O)c2cn(C3CCCCC3)c(=O)c3c2c2ccccc2n3C)CC1	0.279	-18.4	-3.8	-11.1	4.7
28	COc1ccc(NC(=O)c2cc3c(-c4ccc(OC)c(OC)c4)nn(C)c3s2)cc1OC	1.12	-8.3	4.4	1.1	-2.8
29	COc1ccc(CNC(=O)COC(=O)c2cccnc2Nc2cccc(C(F)(F)F)c2)cc1	0.181	-2.9	-1.7	-6.8	-1.5
30	CCc1nnc(NC(=O)c2cnccn2)s1	-1.29	-7.8	-0.4	-17.5	1.3

entry	sEH inh	PostGolgi ctrl	CYP2C19 inhib	CYP2C19 act
16	9.3	10.6	-17.4	1.2
17	0.1	1.1	-13.4	1.1
18	-6.7	2.6	19.6	0.8
19	-5.1	.	.	.
20	-2.6	1.7	-18.1	1.2
21	-9.7	4.0	6.4	0.9
22	-6.2	0.1	59.8*	0.4
23	-0.9	-0.5	-12.4	1.1
24	.	5.2	4.9	1
25	22.2	0.9	-7.3	1.1
26	2.0	16.9	75.1*	0.2
27	18.7	4.7	34.0	0.7
28	10.2	18.3	56.9*	0.4
29	2.7	-7.3	-29.6	1.3
30	9.8	5.0	7.5	0.9

# (continued)
entry	mol	DAT uptake mod	sEH activator	S1P2 ag	S1P2 antag	PostGolgi yeast
31	CCCC(=O)C1=C(O)C(C(=O)OC)C(C)(C)CC1=N (centres undefined)	-3.17*	6.7	-2.9	-1.7	10.7
32	COc1ccc(NC(C)=O)cc1NC(=O)CN1CCN(C2c3ccccc3-c3ccccc32)CC1	-0.388	-6.7	-1.6	-2.0	21.5
33	Cc1noc(NS(=O)(=O)c2ccc(NC(=O)CSc3nc4c(cc3C#N)CCCC4)cc2)c1C	0.851	.	-0.5	-3.4	-1.3
34	Cc1ccccc1Cn1c(=O)n(CCCC(=O)NCc2ccco2)c(=O)c2sccc21	-0.231	-5.3	-6.0	-21.3	-5.7
35	CC1CN(S(=O)(=O)c2cccc(C(=O)NCc3ccc4c(c3)OCO4)c2)CC(C)O1 (centres undefined)	-0.0279	-77.7	-6.6	13.7	-2.2
36	CCOc1ccc(S(=O)(=O)Nc2cccc(OC)c2)cc1	0.0255	8.4	-3.3	-14.1	16.4
37	Cc1nc(N2CCN(C(=O)COc3ccccc3)CC2)c2c(C)c(C)sc2n1	3.21	6.8	-4.4	-26.5	12.9
38	CC(C)NC(=O)CSc1nc(-c2cccs2)cc(-c2ccccc2)c1C#N	0.602	-0.9	-5.0	-16.8	.
39	Cc1nc(CNS(=O)(=O)c2cccc(F)c2)cs1	-1.43	-3.0	-0.4	-6.4	.
40	CCn1c(CNc2nc(-c3ccccc3)cs2)nnc1SCC(=O)NCc1ccco1	1.54	22.3	-5.9	14.0	-1.0
41	CCOC(=O)c1c(C)[nH]c(C(=O)COC(=O)c2ccncc2)c1C	-0.4	.	0.8	2.6	5.0
42	O=C(CSc1nnc(-c2ccccc2O)o1)Oc1ccc(OCc2ccccc2)cc1	-0.013	-1.8	-6.1	7.8	-12.6
43	Cc1cc(C)nc(N(C#N)Cc2ccccc2)n1	-0.46	-4.9	0.1	3.6	-2.3
44	COc1ccc(OC)c(C2CC(=O)c3c([nH]c(C(=O)OC(C)C)c3C)C2)c1 (centres undefined)	-0.12	-4.1	3.2	-19.1	-4.5
45	O=C(COC(=O)c1cccs1)Nc1ccccc1	0.0757	-5.7	-8.7	13.5	5.0

entry	sEH inh	PostGolgi ctrl	CYP2C19 inhib	CYP2C19 act
31	-7.4	2.7	23.3	0.8
32	7.0	89.2*	64.9*	0.4
33	.	4.4	-17.9	1.2
34	2.6	11.0	89.3*	0.1
35	77.0	5.3	10.2	0.9
36	-5.9	12.6	68.9*	0.3
37	-5.3	14.4	36.0	0.6
38	3.3	.	.	.
39	8.0	.	27.7	0.7
40	-24.1	7.5	22.7	0.8
41	.	-2.4	15.5	0.8
42	2.9	-4.2	48.6	0.5
43	1.6	10.1	5.9	0.9
44	7.4	13.0	46.1	0.5
45	4.4	7.3	56.7*	0.4

# (more compounds)
entry	mol	DAT uptake mod	sEH activator	S1P2 ag	S1P2 antag	PostGolgi yeast
46	Cc1cccc(NC(=S)NNC(=O)c2csc3c2CCCC3)c1	1.01	-15.1	-7.9	11.7	-12.8
47	COc1ccc(CCCc2nnc(SCC(=O)Nc3cc(C)c(C)cc3Br)o2)cc1	0.636	-5.3	-9.2	23.2	-0.6
48	CN(C(=O)CSc1nnc(NC2CCCCC2)s1)C1CCS(=O)(=O)C1 (centres undefined)	-0.876	2.5	-3.5	13.4	-1.1
49	CCCn1c(NCc2cc(C)ccc2O)nc2ccccc21	0.066	6.2	-6.1	-3.9	-12.2
50	CCOc1ccc(C(=O)c2nc3c(n2O)CCCCC3)cc1	0.341	3.4	-2.8	-8.8	.
51	Cc1ccc(N(C(=O)C(F)(F)F)C(C(=O)NC2CCCCC2)c2cccs2)cc1C (centres undefined)	-0.919	-5.2	-5.8	-3.0	-1.9
52	COc1cc2oc(=O)c(Br)c(C)c2c(OC)c1OC	-0.632	.	-5.3	-8.7	2.1
53	COc1ccc(/C=N/NC(=O)c2nc(-c3ccccc3)cc(-c3ccccc3)n2)cc1OC	2.58	-3.2	-12.5	29.2	3.0

entry	sEH inh	PostGolgi ctrl	CYP2C19 inhib	CYP2C19 act
46	16.1	21.7	29.6	0.7
47	4.8	9.1	68.6*	0.3
48	-3.9	0.5	5.9	0.9
49	-7.1	2.4	52.6*	0.5
50	2.3	.	.	.
51	7.4	-8.1	2.2	1
52	.	-2.4	25.5	0.7
53	4.0	32.4*	0.7	1

# Structures from the list above that have a CF3 group (three):
entry	mol	DAT uptake mod	sEH activator	S1P2 ag	S1P2 antag	PostGolgi yeast
21	O=C(c1ccc2ccccc2c1)N1CCN(c2ccc(C(F)(F)F)cn2)CC1	0.461	7.6	-1.6	7.4	-1.5
29	COc1ccc(CNC(=O)COC(=O)c2cccnc2Nc2cccc(C(F)(F)F)c2)cc1	0.181	-2.9	-1.7	-6.8	-1.5
51	Cc1ccc(N(C(=O)C(F)(F)F)C(C(=O)NC2CCCCC2)c2cccs2)cc1C (centres undefined)	-0.919	-5.2	-5.8	-3.0	-1.9

entry	sEH inh	PostGolgi ctrl	CYP2C19 inhib	CYP2C19 act
21	-9.7	4.0	6.4	0.9
29	2.7	-7.3	-29.6	1.3
51	7.4	-8.1	2.2	1

# Entries from the list above that contain a COOH group (2):
entry	mol	DAT uptake mod	sEH activator	S1P2 ag	S1P2 antag	PostGolgi yeast
17	O=C(O)c1ccn(Cn2cnc3ccccc32)n1	0.721	0.1	-0.7	-1.2	3.6
20	Cc1ccc(Cl)cc1NC(=O)N[C@@H](C)C(=O)O	-6.42e-05	3.5	-3.0	6.7	-3.0

entry	sEH inh	PostGolgi ctrl	CYP2C19 inhib	CYP2C19 act
17	0.1	1.1	-13.4	1.1
20	-2.6	1.7	-18.1	1.2

# Assay outcomes deposited in PubChem BioAssay by several laboratories.
